Bioassay records from PubChem.
POLI inh = qHTS for Inhibitors of Polymerase Iota; Potency, µM (top dose mostly 115 µM), for inactives: at the top dose activity, negative = inhibition, actives largely listed as inhibitors; Pol iota fluorescent replication assay, 10 min; 390,000 compounds, 1% hits; also: potency is read from the fitted curve at half-maximal effect
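Pol iota at 10 nM preincubated 15 min with compounds at room temperature; reaction started with fluorescent substrate, 50 nM final. Fluorescence read kinetically at 0 and 10 min; buffer-only wells as negative control.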
APE1 inh = qHTS Assay for Inhibitors of the Human Apurinic/apyrimidinic Endonuclease 1 (APE1); 350,000 compounds, 0.35% hits; recombinant APE1, TAMRA/BHQ-2 abasic DNA cleavage fluorescence; Potency, µM (doses to about 65.8 µM), for inactives: top-dose activity change, negative = inhibition, hits mostly inhibitors;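 also: potency is read from the fitted curve at half-maximal effect; plate controls were vehicle for no effect and reference inhibitor for full effect; nearly all actives have a fitted effect of over 55% in size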
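Enzyme (0.75 nM final) and test compound are incubated 15 min at room temperature before adding 50 nM quenched THF abasic-site duplex. Cleavage dequenches TAMRA, followed at 525/598 nm over three reads one minute apart.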
ERG-DNA inh = qHTS for Small Molecule Inhibitors of the ERG Ets/DNA interaction | Transcriptional regulator ERG (Homo sapiens), P11308 | fluorescence polarization, His-ERG Ets domain / labelled DNA | Potency, µM (highest dose often 76.9 µM), for the others: top-dose FP activity, negative = inhibition, actives largely listed as inhibitors | 370,000 compounds, 0.028% hits; active = well fitted inhibition curve with a large enough effect in the polarisation, with a control signal flat; inconclusive = small, poorly fitted or top-dose-only effect, or effect the other way, or a change in a side signal; inactive = no such curve, though single readings can be large or run the other way; the % refers to the polarisation;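 also: polarization taken with two DNA probes labelled with fluorescein and Texas red; potency is read from the fitted curve at half-maximal effect; % of control where 0% means no effect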
Target sequence (P11308 whole entry, looked up, the tested form may be a part): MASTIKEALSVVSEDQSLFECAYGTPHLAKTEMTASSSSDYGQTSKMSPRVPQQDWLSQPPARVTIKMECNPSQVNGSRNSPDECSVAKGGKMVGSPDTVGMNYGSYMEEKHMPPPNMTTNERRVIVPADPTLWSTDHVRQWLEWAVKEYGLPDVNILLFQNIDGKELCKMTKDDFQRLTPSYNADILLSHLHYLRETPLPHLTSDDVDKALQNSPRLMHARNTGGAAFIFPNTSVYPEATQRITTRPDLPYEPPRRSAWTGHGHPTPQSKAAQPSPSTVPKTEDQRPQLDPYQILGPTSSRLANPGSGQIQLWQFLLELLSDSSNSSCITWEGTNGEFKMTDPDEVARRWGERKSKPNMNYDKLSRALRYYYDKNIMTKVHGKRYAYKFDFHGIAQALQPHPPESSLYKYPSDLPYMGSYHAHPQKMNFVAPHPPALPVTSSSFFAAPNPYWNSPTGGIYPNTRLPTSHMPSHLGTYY
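His-tagged ERG Ets domain (1 uM in the protein solution; 300mM KCl, 50mM Tris-HCl, 1mM EDTA, 1mM DTT, pH 7.5) received compound, then a probe mix of 5 nM fluorescein-DNA and 100nM Texas-615-DNA. Fluorescence polarization was read for both dyes.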
POLB inh = qHTS Assay for Inhibitors of DNA Polymerase Beta | Potency, µM (series often up to 114 µM), for the others: at the highest dose activity change, negative = inhibition, most hits filed as inhibitors | Pol beta primer extension/strand displacement, fluorescence kinetic | P06746 | AID 485314, 2010 | 340,000 compounds, 1.3% hits; also: potency is read from the fitted curve at half-maximal effect; % is scaled to controls: 0 for no effect and ±100 for the full control effect
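Curves were derived by four-parameter Hill fits of normalized qHTS data. The kinetic fluorescent primer-extension read was taken at 0 and 10 min after 50 nM substrate, following a 15 min room-temperature preincubation of 10 nM enzyme with compounds.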
TRHR agonist = qHTS for Small Molecule Agonists and Allosteric Enhancers of Human TRH Receptor: Primary Screen for Agonists. AID 493084, 2011. TRHR cells, calcium flux fluo-8, FDSS agonist mode. 360,000 compounds, 0.18% hits. activation, % at 2 µM; in the data active = activation above about 30%; also: 0% is about no effect
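Read-out: compound-evoked intracellular calcium rise in TRHR cells, fluo-8 dye, kinetic FDSS fluorescence at 1 s/cycle following a 10-cycle baseline. Cells cultured overnight before dye loading (30 min–1.5 h, RT).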
Apoferritin bind = qHTS Assay for Identification of Novel General Anesthetics; apoferritin/1-aminoanthracene competitive binding, fluorescence; Potency, µM (highest dose often 77.5 µM), inactives show at the highest dose activity change, negative = displacement, most hits filed as inhibitors; 350,000 compounds, 0.074% hits; AID 485281, 2010; also: potency is read from the fitted curve at half-maximal effect; % is scaled to controls: 0 for no effect and ±100 for the full control effect; nearly all actives have a fitted effect of over 20% in size
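Probe: 1-aminoanthracene (50% saturated, PBS). Protein: horse-spleen apoferritin, 10 uM. Incubation: 10 min, room temperature. Detection: 380 nm excitation, 535 nm emission. Analysis: normalized response, four-parameter Hill.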
12-LOX inh = Primary qHTS assay for inhibitors of human arachidonate 12S-lipoxygenase (ALOX12): Round 2; Potency, µM (highest dose often 108 µM), without a hit: at the highest dose activity change, negative = inhibition, actives largely listed as inhibitors; Polyunsaturated fatty acid lipoxygenase ALOX12 (Homo sapiens), P18054; AID 1671190, 2021; purified 12hLO, xylenol orange hydroperoxide absorbance; 580,000 compounds, 1.1% hits; also: potency is read from the fitted curve at half-maximal effect; % is scaled to controls: 0 for no effect and ±100 for the full control effect
Target sequence (P18054 whole entry, looked up): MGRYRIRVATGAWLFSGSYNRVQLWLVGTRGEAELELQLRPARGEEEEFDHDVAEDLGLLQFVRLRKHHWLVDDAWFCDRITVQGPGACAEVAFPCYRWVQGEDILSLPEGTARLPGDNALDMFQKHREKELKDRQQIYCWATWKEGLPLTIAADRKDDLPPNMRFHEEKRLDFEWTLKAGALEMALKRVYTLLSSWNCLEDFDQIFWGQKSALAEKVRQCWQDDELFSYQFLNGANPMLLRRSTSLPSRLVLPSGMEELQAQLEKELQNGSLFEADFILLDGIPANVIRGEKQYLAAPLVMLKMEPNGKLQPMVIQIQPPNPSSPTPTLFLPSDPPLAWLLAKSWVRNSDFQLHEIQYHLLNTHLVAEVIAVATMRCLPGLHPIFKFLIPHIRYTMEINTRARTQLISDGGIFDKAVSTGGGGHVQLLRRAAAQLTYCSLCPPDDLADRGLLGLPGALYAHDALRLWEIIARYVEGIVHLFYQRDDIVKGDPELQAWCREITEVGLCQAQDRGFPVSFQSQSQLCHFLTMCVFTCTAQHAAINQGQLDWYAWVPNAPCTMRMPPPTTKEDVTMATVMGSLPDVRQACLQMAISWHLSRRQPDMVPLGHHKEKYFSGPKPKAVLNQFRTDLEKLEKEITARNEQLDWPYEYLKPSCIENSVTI
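Purified human 12hLO at 150 nM in 25 mM Hepes, 0.01% Triton X-100, pH 7.0, preincubated 15 min at room temperature with compound. Reaction started with 40 uM arachidonic acid, 30 min at room temperature. Hydroperoxide measured by Fe-xylenol orange, 573/405 nm absorbance ratio.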
POLK inh = qHTS for Inhibitors of Polymerase Kappa; DNA polymerase kappa (Homo sapiens), Q9UBT6; purified Pol kappa, fluorescent DNA synthesis assay, 10 min; Potency, µM (top dose mostly 107 µM), without a hit: at the top dose activity, negative = inhibition, hits mostly inhibitors; 400,000 compounds, 0.53% hits; AID 588579, 2011; also: potency is read from the fitted curve at half-maximal effect; % is scaled to controls: 0 for no effect and ±100 for the full control effect
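Kinetic fluorescence screen: compound preincubated 15 min RT with 10 nM enzyme; 50 nM substrate (final) initiates; reads at 0/10 min.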
BLM inh = qHTS Assay for Inhibitors of Bloom's syndrome helicase (BLM). Potency, µM (top dose mostly 56.1 µM), for inactives: at the top dose activity change, negative = inhibition, usual class: inhibitors. 350,000 compounds, 0.2% hits. recombinant BLM DNA unwinding, fluorescence dequenching. RecQ-like DNA helicase BLM (Homo sapiens), P54132. AID 2528, 2010;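 also: potency is read from the fitted curve at half-maximal effect; plate controls were vehicle for no effect and no enzyme for full effect; nearly all actives have a fitted effect of over 35% in size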
Active calls of the source: *; i = inactive; ? = inconclusive; . = no result given; & = joins results of further samples; [ ] = another dose, or the depositor's remark. Unless noted, calls follow the shape of the dose curve; as a rule, active = well fitted curve in the direction sought with a large enough effect; inconclusive = small, poorly fitted or top-dose-only effect, or another doubt; inactive = no such curve, though single readings can be large; an effect the other way counts as inactive or inconclusive. Some of the compounds tested; the hit share may differ from the screen's.

SMILES	POLI inh	APE1 inh	ERG-DNA inh	POLB inh	TRHR agonist	Apoferritin bind	12-LOX inh	POLK inh	BLM inh
CC(=O)Nc1cccc(NC(=O)CSc2cn(CC(=O)N(C(C)C)C(C)C)c3ccccc23)c1	19%	.	-1%	2%	1.0	-14%	-4%	?	-11%
CCOc1ccccc1NC(=O)NC(C)c1ccncc1 (stereo not drawn)	23%	-3%	-8%	-10%	-0.6	-4%	2%	-3%[60.1 µM]	0%
CCN(CC)C(=S)SCC(=O)c1ccccc1	2%	-2%	-7%	13%	-0.3	?	-24%	-17%	-3%
CCC1(c2ccc(F)cc2)NC(=O)N(CC(=O)N2CCN(S(=O)(=O)c3ccc(C)cc3C)CC2)C1=O (stereo not drawn)	12%	.	-5%	.	.	.	342%[activator]	-3%	.
CCOC(=O)C1(Cc2cccc(OC)c2)CCN(Cc2cccn2-c2nccs2)CC1	-7%	4%	1%	25%	0.8	-20%	7%	-8%	-1%
CCOc1ccccc1N1CCN(C(=O)/C=C/c2cccc([N+](=O)[O-])c2)CC1	9%	2%	-10%	-10%	-0.3	-17%	-7%	-5%	-2%
CNc1nc(-c2cccc(C#N)c2)nc2ccccc12	.	1%	.	.	.	.	?	-1%[60.1 µM]	-4%
C[C@@H]1CNCCN1S(=O)(=O)c1cccc2cnccc12	.	-11%	.	.	.	.	?	-6%[19.4 µM]	-2%
Cc1ccc(N2C(=O)c3ccccc3NC2C(C)Cc2ccc3c(c2)OCO3)cc1 (stereo not drawn)	9%	17%	13%	0%	0.4	66%[activator]	?	-7%	-9%
CN1CCN(c2ccc(Cl)cc2NC(=O)CCN2C(=O)c3ccccc3C2=O)CC1	22%	-1%	1%	25%	0.1	-13%	20%	-4%	-1%
CCCC(=O)Nc1c(C(=O)OCC)[nH]c2ccccc12	-14%	-3%	8%	1%	-0.1	5%	-6%&11%	-7%	-2%
COc1cccc(C2NC(=S)NC3=C2CCc2ccccc23)c1 (stereo not drawn)	18%	19%	5%	8%[57.1 µM]	0.0	6%	?	-4%	0%
Oc1ccc(C=NN=Cc2ccco2)c(O)c1	-3%	.	-3%	.	.	.	9%	-5%	.
O=C1[C@H]2[C@@H](/C=C/c3ccccc3)N3C(=O)CN(Cc4ccccn4)C(=O)[C@@]3(Cc3ccccc3)[C@H]2C(=O)N1c1ccccc1	3%	34%	3%	7%	0.0	-18%	14%	-7%	-1%
CCc1ccccc1N(CC(=O)NCc1ccccc1)C(=O)CCC(=O)Nc1ccccn1	35%[activator]	8%[12.4 µM]	2%	69%	0.7	4%	-21%	4%	-1%
COc1cc(NC(=O)Cn2nc(-c3ccc(C)c(C)c3)ccc2=O)cc(OC)c1	-2%	.	4%	-17%	0.0	?	-24%	-9%	-3%
CC1CCN(C(=O)CC(NC(N)=O)c2ccccc2Cl)CC1 (stereo not drawn)	4%	26%	5%	59%	-0.1	4%	-18%	-6%	-2%
O=C(NC1CCN(Cc2ccccc2)CC1)C1CCCN(S(=O)(=O)c2cccc3nonc23)C1 (stereo not drawn)	-1%	16%	11%	20%	-0.2	-7%	-12%	-21%	-6%
CCOC(=O)c1cccc(NC(=O)CN(c2ccc(C)cc2)S(=O)(=O)c2c(C)n[nH]c2C)c1	-5%	12%	-10%	8%	-0.1	-20%	-31%	2%	-12%
CC(=O)N1C(=O)N(C)C2C1N(C)C(=O)N2C(C)=O (stereo not drawn)	.	1%	.	19%	0.0	-7%	.	.	0%
OC(Cn1cncn1)(c1ccc(F)cc1)c1ccc(Cl)cc1 (stereo not drawn)	-71%	9%	10%	9%	0.6	-2%	-11%	-36%	-7%
Cc1nn(CCC(=O)NNC(=S)Nc2ccc([N+](=O)[O-])cc2)c(C)c1[N+](=O)[O-]	12%	-3%	-4%	-18%	0.0	-13%	-12%	-5%	-19%
NC(=O)c1cc(S(=O)(=O)Nc2cccc(F)c2)co1	-16%	-4%	0%	5%	0.1	-17%	i	-27%	4%
O=C(Cc1ccc(Cl)cc1)NNC(=O)c1cnccn1	126%[activator]	4%	-6%	13%	-1.0	1%	1%	-6%	3%
O=C1OC(c2ccccc2)=NC12CC2c1ccc(Cl)cc1 (stereo not drawn)	-5%	4%	8%	11%	0.3	-6%	-27%	-15%	-11%

Profiles from above. Order of values: POLI inh, APE1 inh, ERG-DNA inh, POLB inh, TRHR agonist, Apoferritin bind, 12-LOX inh, POLK inh, BLM inh
`CCOc1ccccc1N1CCN(C(=O)/C=C/c2cccc([N+](=O)[O-])c2)CC1` reads 9%, 2%, -10%, -10%, -0.3, -17%, -7%, -5%, -2%
`O=C1[C@H]2[C@@H](/C=C/c3ccccc3)N3C(=O)CN(Cc4ccccn4)C(=O)[C@@]3(Cc3ccccc3)[C@H]2C(=O)N1c1ccccc1` reads 3%, 34%, 3%, 7%, 0.0, -18%, 14%, -7%, -1%
`O=C(NC1CCN(Cc2ccccc2)CC1)C1CCCN(S(=O)(=O)c2cccc3nonc23)C1` (stereo not drawn) reads -1%, 16%, 11%, 20%, -0.2, -7%, -12%, -21%, -6%

(list continues)
SMILES	POLI inh	APE1 inh	ERG-DNA inh	POLB inh	TRHR agonist	Apoferritin bind	12-LOX inh	POLK inh	BLM inh
Cc1cc2c(cc1NS(=O)(=O)c1cccc(C#N)c1)n(C)c(=O)c(=O)n2C	-20%	.	3%	16%	-0.1	-16%	-8%	0%	0%
COc1ccc(OCC(=O)NC(=S)Nc2ccc(S(=O)(=O)Nc3cc(OC)nc(OC)n3)cc2)cc1	-9%	1%	-14%	6%	0.0	-3%	?	-15%	-2%
CCc1ccc(CNC(=O)c2cc(-c3ccc(Cl)s3)nc3ccccc23)cc1	38%[activator]	.	-1%	6%	1.5	5%	-9%	-22%	0%
CC1(c2nnc(-c3ccccc3)o2)CC(c2ccc([N+](=O)[O-])cc2)=NO1 (stereo not drawn)	9%	.	-5%	.	.	.	-8%	-2%	.
CCOC(=O)C1(Cc2ccc(OC)cc2)CCN(C(=O)CCn2cccn2)CC1	16%	?	-6%	1%	-0.3	0%	3%	-18%	-3%
O=C(c1ccccc1)c1ccc(NCCCn2ccnc2)c([N+](=O)[O-])c1	12%	10%	3%	-12%	-0.6	-10%	-19%	-7%	-2%
COc1ccc(S(=O)(=O)N2CCOCC2)cc1NC(=O)COC(=O)c1oc2ccccc2c1C	?	19%	-8%	.	0.8	.	-3%	4%	.
CC1CCCC(N2CCN(C(=O)c3ccc([N+](=O)[O-])cc3)CC2)C1 (stereo not drawn)	2%	28%	-1%	26%	-0.5	-9%	?	-3%	-3%
COc1cccc(NC(=O)CC2COc3ccccc3O2)c1 (stereo not drawn)	-18%	2%	-2%	-5%	0.1	?	-23%	-10%	-3%
C=CCN1CCc2nc(N)sc2CC1	-22%	?	-2%	0%	0.3	-4%&-8%&10%	?	14%[60.1 µM]	3%&-3%&-11%
COc1ccc(Cl)cc1NC(=O)CN(C)C(=O)c1ccc(N2CCCCCC2)c([N+](=O)[O-])c1	-1%	0%	1%	.	0.3	.	11%	?	.
CCOC(=O)/C(C#N)=C1\SS/C(=C(/C#N)C(=O)OCC)S1	.	5%	.	12%	-0.5	-10%	.	.	-4%
Cc1ccc(C(=O)COC(=O)c2cc(-c3cccs3)nc3ccccc23)cc1	-12%	.	-4%	0%	1.6	8%	-25%	1%	-3%
Cn1c(C(=O)NCCc2ccsc2)cc2c(=O)n(C)c3ccccc3c21	6%	3%	2%	3%	-0.3	3%	433%[activator]	-10%	-4%
S=c1[nH]nc(-c2ccc(Cl)cc2Cl)n1-c1ccc2c(c1)OCCO2	114%[activator]	4%	17%	7%	0.3	-15%	?	-3%	-4%
CCOc1cc(C)c(S(=O)(=O)NCc2ccccn2)cc1C	135%[activator]	19%	2%	17%	0.5	-4%	6%	-8%	-8%
COCC(=O)N1CCC(Oc2ccc(C(=O)NCCc3ccncc3)cc2)CC1	91%[activator]	1%	-1%	0%	-0.6	-8%	8%	-7%	1%
CCn1c(=O)c2c(nc(SCC(=O)NC3CCCC3)n2C)n(C)c1=O	9%	26%[12.4 µM]	7%	22%	0.3	0%	1%	-10%	0%
Cc1cccc(C(=O)NC2CCCCCCC2)c1	-7%	4%	-7%	1%	-0.1	-24%	-1%	-9%	-6%
COc1ccccc1-c1ncnn1-c1sc2c(c1C#N)CCCCC2	-15%	.	0%	0%	-0.1	?	?	-5%	-3%
O=S(=O)(c1ccc(F)cc1)N1CCN(c2ccccn2)CC1	116%[activator]	2%	-1%	75%	0.0	-8%	-3%	-6%	-5%
COC(=O)c1ccc(Cn2ccc(=O)[nH]c2=O)cc1	64%[activator]	.	-18%	.	.	.	-5%	-14%	.
O=C1C2CCCCN2C(=O)N1CCCCN1CCN(c2ccc([N+](=O)[O-])cc2)CC1 (stereo not drawn)	7%	0%	-4%	36%	0.1	?	-26%	-9%	-1%
COCCN(CCOC)S(=O)(=O)c1ccc(C(=O)Nc2ccncc2)cc1	36%[activator]	7%	10%	43%	0.1	7%	-5%	1%	-1%
Cc1ccc(-c2csc3ncn(C(C)C(=O)O)c(=O)c23)cc1 (stereo not drawn)	-2%	4%	-12%	98%	0.1	-5%	-11%	2%	-1%
NC1=NC[C@@H](CC2CCCCC2)N1CCc1cc(C(F)(F)F)cc(C(F)(F)F)c1	-1%	6%	19%	.	.	.	.	-5%	.
